Screening data: PubChem, several laboratories
KCC2 mod: modulators of human KCC2 chloride dependent transport; Q9H2X9; KCC2 cells, thallium flux FluoZin-2 fluorescence; B-score of Tl+ flux slope (higher = more flux/activation; lower = inhibition) at 10 µM; 190,000 compounds, 2.2% hits; AID 1456;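 active means thallium flux slope and its plate-corrected score both differing from the plate sample mean at a set confidence after two filtering rounds, in either direction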;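 further: slope of fluorescence scaled to starting intensity during 10 to 20 s after thallium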
thrombin 1536: inhibitors of human thrombin | P00734 | alpha-thrombin, Boc-VPR-AMC fluorogenic substrate cleavage | inhibition, % at 5 µM | 220,000 compounds, 0.26% hits | AID 1046;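 active means inhibition at or above 40%; inactive means inhibition below 40%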;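 further: 0% = enzyme with no compound and 100% = wells without enzyme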
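Test system: human alpha-thrombin protein / Dosing: one concentration per compound, 5 µM, with 0.2% DMSO / Medium: pH 7.5 Tris-saline with Tween 20 / Benchmarks: no-compound enzyme wells and no-enzyme blanks / Read-out basis: percent inhibition of thrombin substrate cleavage / Timing: reaction at room temperature / Measured by: fluorescence, ex 355 nm, em 460 nm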
p47phox inh: p47phox (human) inhibition; P14598; inhibition, % at 24.7 µM; 220,000 compounds, 0.53% hits; p47phox/p22phox peptide binding, fluorescence polarization, 2 h;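 further: 0% = p47phox with labelled peptide and 100% = labelled peptide alone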
Rad51 HR inh: blocks human Rad51 in homologous recombination | hRad51 DNA strand exchange, fluorescence dequenching | inhibition, % at 10 µM | 200,000 compounds, 0.085% hits | Q06609;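 active means inhibition above 40% at the single screening dose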;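 further: 0% = DMSO control wells and 100% = blanks with heterologous ssDNA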
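Test system: preformed human Rad51 ssDNA filaments; also added: Donor/quencher-labelled 47-bp dsDNA substrate; doses: 10 µM final, single point; times: 37 °C 15-min filament assembly, 30-min compound preincubation, 15-min exchange; detection: FRET fluorescence dequenching, excitation 485 nm, emission 520 nm; read-out basis: Fluorescence-based percent inhibition, control- and blank-normalised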
KLK5 inh: inhibitors of human kallikrein 5. 210,000 compounds, 0.59% hits. AID 873. inhibition, % at 5 µM. recombinant hK5, fluorogenic AMC substrate cleavage. Q9Y337;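 active means inhibition of 40% or more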;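 further: 0% = enzyme controls without compound and 100% = no-enzyme blanks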
Target sequence (Q9Y337 67-293 limits assumed): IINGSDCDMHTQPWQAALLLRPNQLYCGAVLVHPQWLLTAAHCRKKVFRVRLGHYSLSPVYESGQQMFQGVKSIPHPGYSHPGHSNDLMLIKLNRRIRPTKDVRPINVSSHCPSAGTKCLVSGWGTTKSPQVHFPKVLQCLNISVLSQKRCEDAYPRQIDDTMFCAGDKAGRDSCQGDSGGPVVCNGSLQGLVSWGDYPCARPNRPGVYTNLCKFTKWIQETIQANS
14-3-3 Bad PPI: disrupts binding of bovine 14-3-3 zeta to phospho-Bad peptide. TR-FRET 14-3-3zeta/Dy647-pBad peptide displacement, 1 h. 220,000 compounds, 0.71% hits. inhibition, % at 21.7 µM. P63103;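 active means inhibition above about 70%, limit read from the data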;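 further: 0% = full 14-3-3 plus peptide FRET controls and 100% = background without 14-3-3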
Furin inh: blocks human furin protease activity. 220,000 compounds, 0.061% hits. P09958. purified furin, fluorogenic substrate cleavage. AID 463115. inhibition, % at 30 µM; in the data active means inhibition above about 25%; further: inactives centre near -15
Target sequence (P09958 108-714 limits assumed): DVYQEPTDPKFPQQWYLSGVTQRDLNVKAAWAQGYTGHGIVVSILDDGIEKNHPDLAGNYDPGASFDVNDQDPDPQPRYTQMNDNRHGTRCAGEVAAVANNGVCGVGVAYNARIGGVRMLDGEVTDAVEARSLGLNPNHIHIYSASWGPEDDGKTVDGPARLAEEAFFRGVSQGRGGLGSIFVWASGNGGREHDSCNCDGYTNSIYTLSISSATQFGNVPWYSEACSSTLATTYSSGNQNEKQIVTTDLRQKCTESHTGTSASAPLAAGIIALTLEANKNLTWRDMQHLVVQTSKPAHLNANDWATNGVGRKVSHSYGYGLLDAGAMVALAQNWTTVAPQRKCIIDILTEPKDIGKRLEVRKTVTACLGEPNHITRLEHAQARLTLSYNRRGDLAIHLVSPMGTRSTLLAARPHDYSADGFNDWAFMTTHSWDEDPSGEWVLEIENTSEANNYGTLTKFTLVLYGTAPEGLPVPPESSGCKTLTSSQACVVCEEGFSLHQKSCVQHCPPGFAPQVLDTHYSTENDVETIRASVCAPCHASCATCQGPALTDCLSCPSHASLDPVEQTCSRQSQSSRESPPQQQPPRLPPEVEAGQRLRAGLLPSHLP
eIF4E-4G inh: blocks eIF4E binding to eIF4G; P63073+Q04637; TR-FRET eIF4E-eIF4GI(517-606) binding, 2 h; inhibition, % at 21.7 µM; 220,000 compounds, 0.37% hits; AID 782;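 further: 0% = full FRET control wells and 100% = background wells lacking eIF4GI fragment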
EBV gp42 inh: inhibitors of Epstein-Barr virus glycoprotein 42; Q1HVG2; 220,000 compounds, 0.42% hits; inhibition, % (tested at 21.74 µM); Fluorescence polarization binding assay, mP read-out; in the data active means inhibition above about 50%
* = called active by the depositor; · = not tested or not shown; [ ] = dose if it differs, or a comment.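 How the source made its calls, unless noted: active means inhibition above about 30% (limit read from the data); inactive means the rest.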

Each structure is followed by: KCC2 mod | thrombin 1536 | p47phox inh | Rad51 HR inh | KLK5 inh | 14-3-3 Bad PPI | Furin inh | eIF4E-4G inh | EBV gp42 inh
> Cn1c(CCCOc2ccc(Cl)cc2Cl)n[nH]c1=S
→ -7.3* | 0 | 3 | -2 | 0 | -11 | -27 | -2 | -1
> COc1ccc(C(=O)NCCN2C(=O)S/C(=C\c3cccnc3)C2=O)c(OC)c1OC
→ -1.5 | -2 | -11 | -25 | -10 | -10 | -25 | -1[fluorescence artefact?] | -11
> O=c1c2[nH]c3ccc(F)cc3c2ncn1CCN1CCN(Cc2ccccc2)CC1
→ -0.35 | 4 | -3 | -4 | 0 | 3 | -25 | -1 | -1
> CC(=O)c1sc(Nc2nc3cc4c(cc3s2)OCO4)nc1C
→ 0.11 | 4 | -1 | 32 | -11 | 88* | -2 | 19 | -1
> CCCCN(CC)C(=O)CN1C(=O)c2ccccc2C1=O
→ · | 1 | -1 | · | -13 | -11 | -10[20 µM] | 9 | 1
> Cc1ccnc(NS(=O)(=O)c2ccc(N3C(=O)c4ccccc4C3=O)cc2)n1
→ 1.4 | -4 | -8 | -9 | -1 | -5 | -16 | 8[fluorescence artefact?] | -2
> CCCCNC(=O)CC1N=C2c3ccccc3N=C(SCC(=O)Nc3ccccc3C)N2C1=O (stereo unspecified)
→ · | -3 | 1 | 6 | 2 | 1 | -15[20 µM] | 2 | 2
> COc1ccc(OC)c(-c2csc(NC(=O)C3COc4ccccc4O3)n2)c1 (stereo unspecified)
→ -0.019 | -11 | -31 | -2 | -4 | -4 | -18 | 0 | 3
> CN(Cc1nc2ccccc2n1C)S(=O)(=O)c1ccc(Cl)cc1
→ -0.82 | 3 | -15 | · | 2 | -4[fluorescence artefact?] | -13[20 µM] | -10[fluorescence artefact?] | -17
> O=[N+]([O-])c1cc(-c2nc(-c3ccncc3)no2)ccc1Cl
→ 0.27 | -3 | -5 | 0 | -7 | 4[fluorescence artefact?] | -11 | 3[fluorescence artefact?] | -4
> CCCSc1nc2c(cnn2-c2ccccc2)c(=O)[nH]1
→ 2.6 | -3 | -13 | 2 | -18 | 8 | -24 | -4 | -11
> COc1cc(/C=N/Nc2cccc(C)c2)ccc1OC(=O)c1ccco1
→ -0.49 | 2 | -14 | -2 | -2 | 2 | -20 | 3 | 2
> Cc1cc(C)nc(NS(=O)(=O)c2ccc(NC(=O)CCCN3C(=O)c4ccccc4C3=O)cc2)n1
→ 1.5 | -1 | -4 | 3 | -3 | -9 | 4 | -1 | -2
> Nn1c(SCc2nc3ccccc3[nH]2)nnc1C1CCCCC1
→ 0.46 | 7 | 6 | -2 | 25 | -6 | -9 | -2 | 1
> CN1CCN(NC(=S)Nc2ccc(OC(F)F)cc2)CC1
→ -0.16 | -7 | -3 | -3 | -2 | 17 | -24 | -2 | -16
> CC1CCCCN1C(=S)Nc1ccc(OC(F)F)cc1 (stereo unspecified)
→ 0.66 | -6 | -46 | -11 | -8 | -1 | -8 | -3 | -18
> CCOC(=O)c1cnc(-n2nc(C)cc2C)nc1Nc1ccc(C)cc1
→ · | 19 | 6 | · | -14 | -5 | -21[20 µM] | -4 | -7
> CC(C)(C)NC(=O)CN(C(=O)c1ccc(Cl)nc1)c1cccc2ccccc12
→ 0.014 | -2 | -7 | 6 | 6 | 5 | -21 | -1 | -7
> O=C(Nc1ccc2c(c1)OCO2)C1CC(c2c(F)cccc2Cl)=NO1 (stereo unspecified)
→ 0.51 | 1 | -1 | -2 | -8 | -4 | -12[20 µM] | 7 | 1
> CC(C)(C)NC(=S)NC1CC1
→ 0.58 | 2 | -9 | 9 | 1 | -10 | -13 | 0 | -12
> Cc1cc(C)cc(N(C(C)C(=O)N2CCCCC2)S(C)(=O)=O)c1 (stereo unspecified)
→ 1.2 | 13 | -5 | -1 | 4 | -3 | -21 | 0[fluorescence artefact?] | 0
> Cc1nc(N2CCN(Cc3ccccc3)CC2)nc2c1C(=O)CC(C)C2 (stereo unspecified)
→ -3.9 | -6 | 6 | 1 | 6 | 21[fluorescence artefact?] | -21 | 2[fluorescence artefact?] | -7
> O=C(CC(c1ccccc1)c1ccccc1)Nc1nn[nH]n1
→ 2.8 | -3 | 3 | -1 | 4 | -3 | -5 | -2 | 3
> Cc1cccc(Sc2c([N+](=O)[O-])ncn2C)c1
→ -0.72 | 3 | -5 | -40 | 7 | 9 | -19[20 µM] | -19 | 1
> CN(C)CCCn1c(=O)n(Cc2ccco2)c(=O)c2c3c(sc21)CCCCC3
→ -0.0023 | 3 | -7 | 23 | 1 | 5 | -14 | -1 | -4
> Clc1ccc2nc(-c3ccncc3)cc(-c3ccccc3)c2c1
→ -0.055 | -9 | 15 | -10 | 1 | 14[fluorescence artefact?] | -5 | 2[fluorescence artefact?] | -19
> CCN(CC)CCNC(=O)c1ccccc1N
→ -0.14 | -4 | -13 | 5 | -18 | -10 | -30[20 µM] | -5 | -6
> O=C(COC(=O)c1cccnc1Nc1cccc(C(F)(F)F)c1)NCCN1C(=O)CSC1=O
→ -0.29 | 2 | -7 | 1 | -7 | 0[fluorescence artefact?] | -8 | 7 | -33
> COc1cc(-c2nnc3n2N=C(c2ccccc2)CS3)cc(OC)c1OC
→ -0.38 | -4 | -9 | 1 | 1 | 0 | -26 | -9[fluorescence artefact?] | -21
> COc1ccc(OC)c(NC(=O)CCc2c[nH]c3ccccc23)c1
→ -1.5 | 0 | 3 | -27 | -16 | 5 | -14 | 3 | -10

(more compounds)
Each structure is followed by: KCC2 mod | thrombin 1536 | p47phox inh | Rad51 HR inh | KLK5 inh | 14-3-3 Bad PPI | Furin inh | eIF4E-4G inh | EBV gp42 inh
> COc1ccccc1NC(=O)CC1SC(=N)N(c2ccccc2)C1=O (stereo unspecified)
→ 0.0077 | -8 | -6 | 18 | -8 | -4 | -13 | 0 | -1
> CC(=O)Nc1cccn(Cc2c(Cl)cccc2Cl)c1=O
→ 0.082 | 1 | -11 | -6 | 3 | -11 | -21 | -2 | -7
> O=C(Nc1ccccc1)c1cc(-c2ccccc2Cl)no1
→ -0.87 | 1 | 2 | 2 | 1 | -3 | -2[20 µM] | 6 | -4
> O=C(NC1CC1)C1=C[C@@H](C2CCCCC2)C[C@@H](OCc2ccc(CO)cc2)O1
→ -0.12 | -3 | · | 5 | -1 | 0 | -32 | 0 | -3
> O=C(O)/C=C/c1cn(-c2ccccc2)nc1-c1cc2ccccc2oc1=O
→ -0.061 | 2 | 1 | -7 | -7 | 3 | -12 | 0 | -13
> Cc1cc([N+](=O)[O-])nn1CC(=O)NNC(=S)Nc1ccc(Cl)cc1
→ · | 5 | -5 | · | -223 | -2 | -18[20 µM] | -7 | -7
> Cc1ccc2nc3sc(C(=O)Nc4c(C)[nH]c(=O)[nH]c4=O)c(N)c3cc2c1
→ -0.001 | -1 | -9 | -20 | -13 | -6 | -12 | 0 | 12
> Fc1ccc(N2CCN(Cc3nnc(-c4ccccc4)o3)CC2)cc1
→ -0.54 | -8 | -6 | -4 | 7 | 3 | -11 | -1 | 1
> CC1(C)NC(=O)N(CNc2cc(Cl)ccc2Cl)C1=O
→ · | -9 | -6 | 4 | 0 | -1 | 2[20 µM] | 4 | -16
> C#CCOCCOCCOCCNc1nc(N2CCN(C(=O)[C@H](CCCCN)n3cc([C@@H](N)C(C)CC)nn3)CC2)nc(N2CCN(C(=O)[C@H](Cc3cc4ccccc4[nH]3)n3cc([C@@H](N)CC(C)C)nn3)CC2)n1 (stereo partly specified)
→ 0.34 | 1 | · | · | 1 | 23 | -25 | -4 | -14
> Cc1c(OC(=O)c2ccc([N+](=O)[O-])cc2)c2c(c[n+]1C)COC(C)(C)OC2
→ 0.2 | -4 | -1 | -1 | -1 | 51[fluorescence artefact?] | -1[20 µM] | 41*[fluorescence artefact?] | -31
> Cc1cc(OCCn2cc(/C(N)=N/O)c3ccccc32)ccc1Cl
→ 1.5 | -4 | -6 | -1 | 6 | 10 | 5[20 µM] | 12 | -13
> C/C(=N\NC(=O)C1CC1)c1cccc(NC(=O)c2cccc(Cl)c2)c1
→ -1.6 | 1 | -13 | -3 | 1 | -5 | -18 | -1 | -12
> Nc1ncnc(Nc2cccc(Cl)c2Cl)n1
→ -1.7 | · | 4 | 10 | -3 | -8 | -31 | -6 | 4
> COc1ccc(CCNS(=O)(=O)c2cccc3nsnc23)cc1OC
→ 0.14 | 4 | 18 | -2 | -6 | -8[fluorescence artefact?] | -17 | 7 | -38
> O=C(Nc1nnc(-c2cccs2)o1)c1cccc(C(F)(F)F)c1
→ · | -6 | 1 | -11 | -88 | 1 | -4 | 0 | 2
> Cc1cc(Cl)c(S(=O)(=O)NC(C(=O)O)C(C)C)cc1OCC(=O)NC1CCCCC1 (stereo unspecified)
→ 0.075 | 4 | 2 | -1 | -3 | -1 | -17[20 µM] | 2 | -6
> O=C(NCCN1CCCCCC1)C1CCN(S(=O)(=O)N2CCOCC2)CC1
→ 1.2 | -1 | -13 | 2 | -15 | 3 | -19 | -5 | -10
> COc1ccc(Br)cc1/C=C\C(=O)NCc1cccnc1
→ -0.78 | 5 | -14 | -1 | -1 | -10 | -34 | -2 | -19
> Cc1c(Br)c(C(N)=O)nn1C
→ 0.13 | -12 | -4 | -4 | -14 | -7[fluorescence artefact?] | -13[20 µM] | -12[fluorescence artefact?] | 1
> O=C(CN1CCN(Cc2ccc3c(c2)OCO3)CC1)Nc1ccc2c(c1)OCO2
→ -0.054 | -11 | -4 | -11 | -21 | -10[fluorescence artefact?] | -8[20 µM] | 1 | 5

Some of these compounds in order of SMILES length, smallest number first.
Each structure is followed by: KCC2 mod | thrombin 1536 | p47phox inh | Rad51 HR inh | KLK5 inh | 14-3-3 Bad PPI | Furin inh | eIF4E-4G inh | EBV gp42 inh
> Fc1ccc(N2CCN(Cc3nnc(-c4ccccc4)o3)CC2)cc1
→ -0.54 | -8 | -6 | -4 | 7 | 3 | -11 | -1 | 1
> Cc1cc([N+](=O)[O-])nn1CC(=O)NNC(=S)Nc1ccc(Cl)cc1
→ · | 5 | -5 | · | -223 | -2 | -18[20 µM] | -7 | -7
> O=C(NC1CC1)C1=C[C@@H](C2CCCCC2)C[C@@H](OCc2ccc(CO)cc2)O1
→ -0.12 | -3 | · | 5 | -1 | 0 | -32 | 0 | -3

Profiles as entered above. Screens in order: KCC2 mod, thrombin 1536, p47phox inh, Rad51 HR inh, KLK5 inh, 14-3-3 Bad PPI, Furin inh, eIF4E-4G inh, EBV gp42 inh
`CCCCN(CC)C(=O)CN1C(=O)c2ccccc2C1=O` as listed: ·, 1, -1, ·, -13, -11, -10[20 µM], 9, 1
`COc1ccc(OC)c(NC(=O)CCc2c[nH]c3ccccc23)c1` as listed: -1.5, 0, 3, -27, -16, 5, -14, 3, -10
`O=C(Nc1ccc2c(c1)OCO2)C1CC(c2c(F)cccc2Cl)=NO1` (stereo unspecified) as listed: 0.51, 1, -1, -2, -8, -4, -12[20 µM], 7, 1
